Bioassay records: PubChem, National Center for Advancing Translational Sciences (NCATS)
PTHR1 agonist: activates the human parathyroid hormone receptor PTHR1; HEK293 GP2 PTHR1 cells, GloSensor cAMP luminescence, 1 h; Potency, µM (series often up to 115 µM), for the others: at the highest dose activation, hits mostly activators; actives 0.075% (n = 410,000); AID 743266; note: potency is the fitted concentration of half-maximal effect; nearly all actives have a fitted effect of over 55% in size; some results filed as inactive show a strong effect at the top dose; inactives centre near -15; many of its hits are not listed in these tables
Target sequence (Q03431 whole entry, looked up): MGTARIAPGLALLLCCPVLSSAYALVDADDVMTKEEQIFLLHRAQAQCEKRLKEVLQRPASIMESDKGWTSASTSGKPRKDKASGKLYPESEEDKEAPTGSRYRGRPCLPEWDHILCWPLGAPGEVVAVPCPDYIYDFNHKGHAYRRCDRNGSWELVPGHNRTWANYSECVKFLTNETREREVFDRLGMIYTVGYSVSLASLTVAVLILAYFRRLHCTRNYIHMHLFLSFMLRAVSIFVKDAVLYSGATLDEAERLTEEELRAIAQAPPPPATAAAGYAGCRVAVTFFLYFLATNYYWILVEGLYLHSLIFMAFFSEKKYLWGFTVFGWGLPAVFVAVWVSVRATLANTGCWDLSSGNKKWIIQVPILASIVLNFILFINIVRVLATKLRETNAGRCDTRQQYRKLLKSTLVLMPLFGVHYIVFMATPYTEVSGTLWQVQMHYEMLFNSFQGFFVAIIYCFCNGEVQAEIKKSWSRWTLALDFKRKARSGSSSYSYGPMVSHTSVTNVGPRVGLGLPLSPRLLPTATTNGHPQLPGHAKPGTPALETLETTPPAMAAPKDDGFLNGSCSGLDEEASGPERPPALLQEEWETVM
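HEK-293-derived GP2 cells expressing PTHR1 and a GloSensor cAMP reporter, 3,000/well, plated overnight, given luciferin plus IBMX (each 0.5 mM as added) for 1 h at 37 °C, then compound for 1 h at 37 °C. Luminescence was read after 15 min at room temperature.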
Abeta rescue: restores growth of yeast expressing A-beta42 peptide; AID 1347071; yeast expressing A-beta42, growth rescue, OD600, 48 h; response scale: 0% DMSO, 100% iron-clioquinol control; Potency, µM (series often up to 46.1 µM), without a hit: top-dose growth rescue, hits mostly activators; actives 0.063% (n = 410,000); note: potency is the fitted concentration of half-maximal effect; nearly all actives have a fitted effect of over 55% in size
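Growth rescue measured by 600 nm absorbance after 48 h yeast culture at 30 C with compound. Values normalized between DMSO and an equimolar ferric chloride plus clioquinol control.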
FUS yeast rescue: rescues growth of FUS-expressing yeast. actives 0.24% (n = 390,000). S. cerevisiae FUS-expressing, growth rescue, OD600, 24 h. Potency, µM (series often up to 76.6 µM), for inactives: at the highest dose growth rescue (activation), most hits filed as activators;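 note: potency is the fitted concentration of half-maximal effect; plate controls were DMSO vehicle for no effect and reference control for full effect; nearly all actives have a fitted effect of over 55% in size; some results filed as inactive show a strong effect at the top dose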
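Yeast expressing FUS under galactose induction, OD 0.005 in 2% galactose medium; compounds in a dilution series, 24 h at 30C. Growth rescue by absorbance at 600 nm; CP55940 positive control, DMSO negative.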
GLP1R inv ag: inverse agonists of human GLP-1 receptor; HEK293 GLP-1R CRE-luciferase, luminescence, 24 h; GLP-1R form is constitutively active; Potency, µM (highest dose often 38.3 µM), without a hit: at the top dose activity change, negative = inhibition, usual class: inhibitors; actives 1.6% (n = 410,000); AID 624417; note: potency is the fitted concentration of half-maximal effect; % is set by controls: 0 for no effect and ±100 for the full control effect; nearly all actives have a fitted effect of over 55% in size
Target sequence (P43220 whole entry, looked up): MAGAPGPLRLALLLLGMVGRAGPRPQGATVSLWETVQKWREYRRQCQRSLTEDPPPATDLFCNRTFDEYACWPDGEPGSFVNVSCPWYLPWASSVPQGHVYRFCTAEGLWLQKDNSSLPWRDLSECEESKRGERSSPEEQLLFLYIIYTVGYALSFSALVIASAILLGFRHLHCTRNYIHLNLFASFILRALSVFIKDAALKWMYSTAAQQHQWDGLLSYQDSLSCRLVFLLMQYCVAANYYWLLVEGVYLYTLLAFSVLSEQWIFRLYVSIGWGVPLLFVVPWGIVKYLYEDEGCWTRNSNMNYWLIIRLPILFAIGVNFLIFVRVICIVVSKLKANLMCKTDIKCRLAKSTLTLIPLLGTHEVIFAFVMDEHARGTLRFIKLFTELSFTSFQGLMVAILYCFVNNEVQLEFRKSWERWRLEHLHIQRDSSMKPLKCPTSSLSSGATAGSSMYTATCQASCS
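GLP-1R inverse agonism mode: basal reporter luminescence in engineered HEK293 cells measured after one day of compound exposure at 37 deg C, with a 12 min room-temperature detection step.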
HEK293 tox: cytotoxicity in counter-screen for GLP-1R inverse agonists. HEK293 cAMP-luciferase reporter cells, luminescence, 24 h. Potency, µM (titrated, usually from 38.3 µM), for inactives: at the top dose activity change, negative = inhibition, actives largely listed as inhibitors. actives 0.13% (n = 410,000). AID 624418;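 note: loss of luciferase light is scored as toxicity; potency is the fitted concentration of half-maximal effect; % is set by controls: 0 for no effect and ±100 for the full control effect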
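Here, cytotoxicity is scored as loss of luminescence. The MLSMR collection was tested on cells seeded in medium containing 10% Nu serum, with a 24 hr compound exposure preceded by 12 hours of culture.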
MmCpn inh: M. maripaludis TRiC chaperonin inhibition | actives 0.031% (n = 330,000) | Potency, µM (highest dose often 76.9 µM), inactives show at the top dose activity, negative = inhibition, actives largely listed as inhibitors | AID 504842 | purified Mm-Cpn ATPase, ADP Transcreener TR-FRET; note: potency is the fitted concentration of half-maximal effect; % is set by controls: 0 for no effect and ±100 for the full control effect; nearly all actives have a fitted effect of over 80% in size
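Quantitative HTS used 25 nM Mm-CPN and 10 uM ATP in magnesium/KCl Tris buffer, pH 7.4, with 1 mM DTT. Hydrolysis ran 30 min at 37°C; ADP was read by HTRF.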
aSyn yeast inh: rescues yeast growth from alpha-synuclein toxicity. Yeast expressing alpha-synuclein, growth rescue, BacTiter-Glo, 24 h. Potency, µM (doses to about 46.1 µM), for inactives: at the highest dose growth rescue (activation), usual class: activators. actives 0.14% (n = 370,000). AID 652106; note: potency is the fitted concentration of half-maximal effect; % of control where 0% means no effect; nearly all actives have a fitted effect of over 65% in size
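Readout is rescue of growth in alpha-synuclein-expressing yeast, so inhibitors of toxicity appear as activators. Growth after 24 hr at 30 deg C in galactose medium is quantified by luminescence.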
pAkt inh: Akt phosphorylation inhibition | Neuro2A IGF-stimulated pAkt S473 HTRF, 20 min; stronger effect = lower value | activity change, % for hits at 50 µM | actives 0.32% (n = 360,000); in the data active = activity change below about -80%; inconclusive = mostly about -51% to -80%; note: % is set by controls: 0 for no effect and ±100 for the full control effect
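Single-point screen (50 µM final compound) in Neuro2A cells stimulated 20 min with 6 nM IGF at 37 deg C. After lysis, Ser473-phosphorylated Akt read by HTRF (ex 330 nm, em 615/665 nm) as the 665/615 ratio.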
TDP-43 yeast inh: inhibitors of TDP-43 toxicity in yeast. TDP-43 expressing yeast growth rescue, BacTiter-Glo, 24 h. Potency, µM (top dose mostly 46.1 µM), inactives show at the highest dose growth rescue (activation), usual class: activators. actives 1.8% (n = 410,000); note: potency is the fitted concentration of half-maximal effect; % of control where 0% means no effect; nearly all actives have a fitted effect of over 50% in size
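Galactose-induced TDP-43 yeast, OD600=0.02, compound pinned; 24 hr, 30 deg C; BacTiter-Glo luminescence for growth. Inhibitors of TDP-43 toxicity read as activators.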
The depositor's hits bear a star; i = inactive; ? = inconclusive; nt = not tested or not shown; & = joins results of further samples; [ ] = dose if it differs, or a comment. Unless noted, calls come from the whole dose curve; as a rule, active = well fitted curve in the direction sought with a large enough effect; inconclusive = small, poorly fitted or top-dose-only effect, or another doubt; inactive = no such curve, though single readings can be large; an effect the other way counts as inactive or inconclusive. An excerpt; the hit share may differ from the screen's.

molecule,PTHR1 agonist,Abeta rescue,FUS yeast rescue,GLP1R inv ag,HEK293 tox,MmCpn inh,aSyn yeast inh,pAkt inh,TDP-43 yeast inh
c1ccc(CCn2nnnc2C(c2cccs2)N2CCOCC2)cc1 (stereo not given),-17%[57.5 µM],11%,-4%,1%,85%[activator],1%,1%,i,2%
Cc1noc(C)c1NC(=O)N(C)C[C@@H]1OCc2cnnn2CCCC(=O)N([C@@H](C)CO)C[C@@H]1C,-10%,-2%,-24%,-2%,-4%,nt,-6%,i,-1%
COc1cccc2sc(=NC(=O)CS(=O)(=O)c3ccccc3)n(C)c12,-23%,-9%,-30%,4%,3%,nt,3%,i,?
COc1ccc(Cc2nc3c4cnn(-c5ccccc5F)c4ncn3n2)cc1,-51%[inhibitor],-47%[inhibitor],-6%,4%,3%,nt,nt,nt,?
CC1(C)CC(NC(=O)c2ccncc2)CC(C)(C)N1O,i,7%,-13%,13%,1%,-1%,-6%,i,1%
Cc1ccc(C)c(NC(=O)C(=O)NCC2CCCN2S(=O)(=O)c2cccs2)c1 (stereo not given),i,-20%,17%,7%,5%,2%,-6%,i,12%
CCc1cc(C(=O)c2ccc(OC)cc2)c(NC(=O)CN2CCCCC2)s1,i,-3%,27%,-2%,3%,1%,-3%,i,0%
CC(=O)c1c(C)[nH]c(C(=O)NCCC2=CCCCC2)c1C,-6%[57.5 µM],-16%,5%,-9%,-3%,-2%,6%,i,14%
COCCNC(=S)NN=C1CCC(c2ccccc2)CC1 (stereo not given),-33%,-6%,8%,?,?,-4%,1%,i,3%
CCc1sc(C(=O)NCc2ccccc2)cc1C,i,16%,-3%,-19%,12%,0%,7%,i,?
O=C(Cc1ccccc1[N+](=O)[O-])c1ccc2c(c1)OCO2,i,-3%,nt,23%,0%,nt,0%,i,?
OCCNCCOc1ccc(Cl)c(Cl)c1,i,-6%,nt,0%,17%,1%,-7%,i,-1%
CCOc1ccc(N2CC(C(=O)Nc3cccc(S(=O)(=O)NC4=NCCC4)c3)CC2=O)cc1 (stereo not given),5%,0%,16%,1%,3%,0%,3%,i,7%
CC(=O)Nc1ccc(S(=O)(=O)NCCC(=O)NCCc2ccc(F)cc2)cc1,i,-20%,-10%,8%,4%,1%,-5%,i,15%
Cc1cccc(-n2c(SCC(=O)NCc3ccco3)nnc2-c2ccco2)c1,-6%[57.5 µM],16%,22%,0%,3%,0%,0%,i,-16%
COc1ccc(-n2c(SCC(=O)Nc3cccc4ccccc34)nc(O)cc2=O)cc1,i,12%,38%,7%,-2%,-3%,4%,i,-7%
CC(C)Cn1c(CN2C(=O)c3ccccc3C2=O)nc2ccccc2c1=O,-1%,9%,-12%,4%,12%,-2%,-1%,i,7%
CCCCSc1nnc(-c2ccc(C)cc2)n1C,-16%,-4%,1%,?,-10%,0%,10%,-113%*,10%
Cn1c(CNC(=O)c2ccc(Cl)cc2)nnc1SCC(=O)N1CCOCC1,-9%,-20%,nt,21%,-1%,-1%,-2%,i,0%
CC(NC(=O)c1cccs1)c1ccc(Br)cc1 (stereo not given),-50%,-20%,-7%,?,6%,nt,-5%,i,23%
CNC(=O)CSCCn1c(SCC(=O)NC)nc2ccccc2c1=O,i,11%,18%,32%[activator],5%,0%,-2%,i,-14%
COc1ccc(C(=O)NCCSc2ccccc2)cc1,-18%,16%,18%,?,-20%,1%,-5%,i,-12%
CCSc1nc2ccccc2n1CC(=O)N1CCOCC1,i,0%,23%,9%,-18%,3%,-2%,i,7%
CC1(C)CC(=O)N(c2ccc(C#N)cc2)C(=O)C1,-52%[inhibitor],-12%,-14%,25%,0%,1%,1%,i,-12%

Part of the list above in order of molecular weight, low to high.
molecule,PTHR1 agonist,Abeta rescue,FUS yeast rescue,GLP1R inv ag,HEK293 tox,MmCpn inh,aSyn yeast inh,pAkt inh,TDP-43 yeast inh
COc1ccc(C(=O)NCCSc2ccccc2)cc1,-18%,16%,18%,?,-20%,1%,-5%,i,-12%
Cn1c(CNC(=O)c2ccc(Cl)cc2)nnc1SCC(=O)N1CCOCC1,-9%,-20%,nt,21%,-1%,-1%,-2%,i,0%
COc1ccc(-n2c(SCC(=O)Nc3cccc4ccccc34)nc(O)cc2=O)cc1,i,12%,38%,7%,-2%,-3%,4%,i,-7%
CCOc1ccc(N2CC(C(=O)Nc3cccc(S(=O)(=O)NC4=NCCC4)c3)CC2=O)cc1 (stereo not given),5%,0%,16%,1%,3%,0%,3%,i,7%

Continuation.
molecule,PTHR1 agonist,Abeta rescue,FUS yeast rescue,GLP1R inv ag,HEK293 tox,MmCpn inh,aSyn yeast inh,pAkt inh,TDP-43 yeast inh
COc1cccc(/C=N/NC(=O)Cn2cnc3c2c(=O)n(C)c(=O)n3C)c1OC,i,4%,13%,12%,6%,-2%,0%,i,2%
CC1CCCC(C)N1S(=O)(=O)c1ccc(Cl)cc1 (stereo not given),-10%,6%,16%,?,-3%,4%,0%,i,-1%
CN(C)CCCNCC(=O)NN(c1ccccc1)c1ccccc1,i,-13%,-4%,-31%,4%,-1%,-3%,i,-9%
Cc1ccc(C)c(CN2C(=O)c3ccccc3Sc3ccc(C(=O)NCc4ccc5c(c4)OCO5)cc32)c1,i,-1%,32%,?,0%,nt,-5%,nt,20%
Cc1c(Cl)cccc1NC(=O)CCC(=O)NNC(=O)CCC(=O)O,i,6%,-32%,1%,-17%,-2%,7%,i,0%
C/C(N)=C(/C#N)C(=O)CSc1nn(-c2ccc(Cl)cc2)c(=S)s1,-29%,12%,-32%,?,-9%,2%,-19%,i,18%
C[C@@H]1CN([C@H](C)CO)C(=O)c2cc(Br)cnc2O[C@@H]1CN(C)Cc1ccc(F)cc1,-22%,1%,-27%,-3%,-1%,nt,1%,i,-5%
O=c1c2ccccc2nc(/C=C/c2ccccc2)n1CCCO,i,1%,22%,2%,2%,0%,1%,i,?
COc1ccc(C2=NS(=O)(=O)N(C)C(C(=O)NCc3ccccc3)=C2)cc1OC,-46%[inhibitor],-1%&-2%,21%&28%,5%&11%,-13%&1%,1%,0%,i,3%&17%
CCCn1ncc(CN2CCC(Oc3ccc(C(=O)N4CCCC4)cc3)CC2)c1C,-4%,-5%,11%,-30%,-8%,1%,-6%,i,6%
CCC[n+]1cn(/C(C(=S)Nc2cccc(Cl)c2C)=C(/[O-])c2ccc(OC)c(OC)c2)c2ccccc21,i,-23%,29%,4%,15%,0%,-3%,i,4%
Cc1c(/C(O)=C2/C(=O)C(=O)N(CCN(C)C)C2c2ccc(C(C)C)cc2)cnn1-c1ccccc1 (stereo not given),i,2%,22%,-16%,17%,1%,3%,i,-24%[1.82 µM]
O=C(CCc1c[nH]c2ccccc12)NCC1COc2ccccc2O1 (stereo not given),i,-5%,20%,0%[0.307 µM],1%[0.307 µM],1%,7%,i,16%
Cc1ccnc(NC(=O)CNC(=O)c2cccs2)c1,i,1%,26%,-12%,4%,2%,13%,i,-37%[inhibitor]
O=C(CC1(O)C(=O)Nc2ccccc21)c1ccc(-n2cnnn2)cc1 (stereo not given),-21%,3%,1%,8%,3%,0%,-3%,i,-11%
CCCc1nc2ccccc2c(=O)n1-c1ccc(C(=O)OCC)cc1,-48%,0%,15%,-2%[7.66 µM],4%[7.66 µM],2%,-2%,i,-2%
O=C(CCS(=O)(=O)c1ccccc1)NCCS(=O)(=O)c1ccccc1,i,2%,1%,0%,-4%,2%,-15%,i,-20%
COc1ccc(CN/C(C)=C(/C#N)C(N)=O)cc1OC,i,0%,7%,68%[activator],8%,-1%,-5%,i,3%
COc1ccc(NC(=O)CCc2nnc3n(C)c(=O)c4sccc4n23)cc1Cl,-32%[inhibitor],-11%,-5%,5%,2%,nt,nt,nt,-7%
CCc1nn(C(CC)C(=O)NCc2ccc(F)cc2)c(=O)c2cc3occc3n12 (stereo not given),i,-7%,20%,-8%,-4%,nt,nt,nt,0%
c1ccc(COc2ncnc3c2ncn3CCCN2CCN(c3ncccn3)CC2)cc1,-1%,-5%,-19%,-21%,2%,nt,1%,i,0%
Cc1cccc(C2c3c(n(C)c(=O)n(C)c3=O)N=C3c4ccccc4C(=O)C32)c1 (stereo not given),i,8%,23%,2%,-16%,nt,5%,i,-7%
Cc1ccccc1C(C(=O)NCc1ccccc1)N(Cc1ccco1)C(=O)c1ccccn1 (stereo not given),i,12%,22%,?,-19%,0%,0%,i,-4%
COc1ccc(C(=O)Nc2nnc(SCC(=O)NCc3ccco3)s2)c(OC)c1,-35%,7%,14%,?,2%,-4%,1%,i,13%
COCCn1c(SCc2nc3ccccc3c(=O)[nH]2)nnc1-c1ccncc1,-22%,3%,21%,2%,15%,-2%,0%,i,-13%
O=C(c1ccc([N+](=O)[O-])cc1)N1CCc2ccccc21,i,-2%,17%,-16%,14%,nt,-1%,i,-15%
CC(=O)C(=Nc1ccc(Cl)cc1Cl)NNc1cccc(Cl)c1,-20%[57.5 µM],36%,-11%,?,?,-1%,-5%,i,?
COP(=O)(OC)c1nc(-c2cccc3ccccc23)oc1NCc1ccccc1,i,-8%,nt,?,10%,-3%,-3%,i,16%
O=C(Nc1ccc(Cl)cc1)N(C1=NCCC1)c1ccc(OC(F)F)cc1,-1%,-3%,-8%,?,2%,-2%,-27%,i,-6%
